Screening results (PubChem BioAssay)
Rac1 GTP hydrolysis – MgcRacGAP GTPase-activating activity inhibitors, confirmation, biochemical, ADP Hunter fluorescence | MgcRacGAP-stimulated Rac1 GTP hydrolysis, ADP Hunter fluorescence; higher % means a stronger effect; GST-tagged Rac1 F28L mutant substrate | one-dose inhibition, % at 30 µM; IC50 in µM for titrated hits | actives 0.6% (n = 340,000);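 active = first-screen hits whose inhibition reached a set limit at any dose in the follow-up dose series; inconclusive = inhibition above the set first-screen limit but never retested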;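 note: fluorescence reports GDP produced by GAP-driven GTP hydrolysis; strong numbers were not always called active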
XIAP antagonists – XIAP antagonists, biochemical, IAP family, fluorescence polarization (AID 1018); XIAP BIR domain, fluorescence polarization peptide displacement; higher % means a stronger effect; displacement, % at 20 µM, or IC50 in µM where a hit was titrated; actives 0.007% (n = 200,000); in the data active = displacement above about 50%; note: a part of the inactive calls stands beside numbers as strong as those of hits
RSV antiviral HEp-2 – RSV antiviral activity via CPE protection, HEp-2 cells, primary 10 µM value included (AID 2391); actives 0.13% (n = 310,000); HEp-2 cells, RSV-induced CPE inhibition; higher % means a stronger effect; CPE inhibition, % at 10 µM; hits with a dose series show IC50 in µM; in the data active = a potency from the dose series; inconclusive = CPE inhibition mostly from about 23% at the one dose, without a potency; inactive = the rest, 99 in 100 with CPE inhibition below about 21%; note: strong numbers were not always called active
SIAH1 antagonists – blockers of Siah-1 interaction with plectin peptide – biochemical, fluorescence polarization, rhodamine-plectin, uHTS, primary screen (AID 1817). Siah-1 / rhodamine-plectin peptide fluorescence polarization; higher % means a stronger effect. one-dose displacement, % at 20 µM; IC50 in µM for titrated hits. actives 0.02% (n = 290,000);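 active = displacement of at least 50% at 20 µM, with a fluorescence ratio check between 0.3 and a set limit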;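 note: plate controls were Siah plus tracer with DMSO for no effect and tracer alone without Siah for full effect; strong numbers were not always called active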
AID2073 – disruptors of CaV2.2 binding to Mint1 – biochemical, HTRF (AID 2073). HTRF protein-protein interaction, Mint1-CaV2.2; higher % means a stronger effect. one-dose inhibition, % at 20 µM; IC50 in µM for titrated hits. actives 0.19% (n = 290,000); in the data active = inhibition mostly above about 51%, no sharp cut-off; inconclusive = no clear call, values can overlap the other calls; inactive = mostly below about 53%; note: some results filed as inactive read as strong as hits
HIV fusion peptide – cell-free HIV fusion peptide-binding blockers – biochemical, uHTS, fluorescence dequenching, primary screen (AID 1986); cell-free peptide binding, fluorescence dequenching, 30 min; higher % means a stronger effect; one-dose inhibition, % at 20 µM; IC50 in µM for titrated hits; actives 0.3% (n = 290,000); in the data active = inhibition mostly above about 52%, no sharp cut-off; inactive = mostly below about 76%; note: some results filed as inactive read as strong as hits
SV40 large T antigen – TAg ATPase/helicase activity blockers – biochemical (AID 1903); SV40 large T antigen ATPase/helicase inhibition assay; higher % means a stronger effect; inhibition, % at 20 µM; hits with a dose series show IC50 in µM; actives 0.39% (n = 310,000); in the data active = a potency from the dose series; inconclusive = inhibition mostly from about 32% at the one dose, without a potency; inactive = the rest, 99 in 100 with inhibition below about 32%; note: strong numbers were not always called active
NS5 inhibitors – flavivirus cap methylation enzyme inhibition – biochemical, confirmation dose response, primary screen (AID 588689); Dengue-2 NS5 methyltransferase capping enzyme assay, biochemical; higher % means a stronger effect; one-dose inhibition, % at 25 µM; IC50 in µM for titrated hits; actives 0.3% (n = 340,000); in the data active = a potency from the dose series; inconclusive = inhibition above about 29% without an active follow-up result
LYP inhibition – PTPN22 lymphoid phosphatase activity blockers – biochemical, fluorescence intensity, uHTS (AID 1779). recombinant LYP phosphatase, fluorescence intensity; higher % means a stronger effect. inhibition, % at 11.5 µM, or IC50 in µM where a hit was titrated. actives 0.054% (n = 290,000); in the data active = inhibition above about 50%;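 note: plate controls were vehicle with enzyme for no effect and no enzyme for full effect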
* marks the source's active call; other numbers are inactive results; u = inconclusive; x = not tested or not shown.

RSV antiviral HEp-2	SIAH1 antagonists	AID2073	XIAP antagonists	SV40 large T antigen	LYP inhibition	HIV fusion peptide	Rac1 GTP hydrolysis	NS5 inhibitors	structure
0.2%	3.4%	4.4%	-5.9%	6.1%	-4.3%	-0.4%	-6.2%	-10.9%	COc1ccc(-n2c(SC3CCOC3=O)nc3ccccc3c2=O)cc1Cl (configuration not stated)
3.9%	3.9%	6.8%	x	7.5%	-4.6%	1.4%	10.9%	-4.7%	O=C(N/N=C/c1ccncc1)NC12CC3CC(CC(C3)C1)C2
2.4%	12.0%	11.0%	-4.0%	7.0%	-1.4%	-0.2%	10.4%	-1.6%	O=C(Nc1ccccc1)C1=C[C@@H](c2coc3ccccc3c2=O)C[C@@H](OCc2ccc(CO)cc2)O1
0.7%	3.1%	22.5%	0.6%	11.5%	-5.5%	12.4%	9.7%	-16.2%	COC(=O)c1cc(NC(=O)c2cc(C)oc2C)cc(C(=O)OC)c1
20.4%	-2.7%	12.3%	-6.0%	14.9%	6.7%	-0.8%	4.7%	-4.8%	CC(C)c1ccccc1-n1c(SCC(=O)N2CCN(c3ccccc3)CC2)nnc1-c1cccnc1
0.6%	-9.2%	-14.4%	-3.0%	15.7%	-0.6%	5.5%	0.4%	-1.4%	O=C(NNC(=S)NC(=O)c1ccccc1[N+](=O)[O-])c1ccccc1[N+](=O)[O-]
0.8%	-1.9%	-8.5%	x	11.2%	-7.6%	-2.5%	9.1%	-5.6%	O=c1[nH]c2ccccc2nc1C(F)(F)F
-0.9%	x	x	x	12.2%	x	x	3.0%	-8.1%	O=C(COC(=O)c1ccc([N+](=O)[O-])cc1Cl)Nc1cccnc1Cl
10.5%	2.5%	-5.0%	-3.2%	1.6%	-3.7%	1.5%	7.1%	-1.6%	Clc1ccc(-c2csc(N3CCc4ccccc4C3)n2)cc1
7.3%	10.1%	3.8%	-5.1%	-3.0%	-0.3%	0.8%	8.2%	3.2%	CC(C)c1c(C#N)c(N)nc(SCC(=O)c2cc3ccccc3oc2=O)c1C#N
2.1%	1.0%	-12.7%	x	15.9%	-5.0%	-2.9%	8.4%	3.1%	CN1C(=O)/C(=C2\SC(=S)N(NC(=O)c3cccnc3)C2=O)c2ccccc21
0.3%	-1.1%	-0.5%	-2.8%	5.5%	-0.6%	-0.6%	0.8%	-5.8%	O=C(NCc1ccco1)c1ccc(-c2cccc(Cl)c2)o1

Some of these compounds in order of their number in NS5 inhibitors, high to low:
structure | RSV antiviral HEp-2 | SIAH1 antagonists | AID2073 | XIAP antagonists | SV40 large T antigen | LYP inhibition | HIV fusion peptide | Rac1 GTP hydrolysis | NS5 inhibitors
CC(C)c1c(C#N)c(N)nc(SCC(=O)c2cc3ccccc3oc2=O)c1C#N | 7.3% | 10.1% | 3.8% | -5.1% | -3.0% | -0.3% | 0.8% | 8.2% | 3.2%
O=C(Nc1ccccc1)C1=C[C@@H](c2coc3ccccc3c2=O)C[C@@H](OCc2ccc(CO)cc2)O1 | 2.4% | 12.0% | 11.0% | -4.0% | 7.0% | -1.4% | -0.2% | 10.4% | -1.6%
O=C(NCc1ccco1)c1ccc(-c2cccc(Cl)c2)o1 | 0.3% | -1.1% | -0.5% | -2.8% | 5.5% | -0.6% | -0.6% | 0.8% | -5.8%

Other structures.
RSV antiviral HEp-2	SIAH1 antagonists	AID2073	XIAP antagonists	SV40 large T antigen	LYP inhibition	HIV fusion peptide	Rac1 GTP hydrolysis	NS5 inhibitors	structure
14.4%	-3.3%	-7.5%	-10.4%	4.3%	-11.7%	3.1%	5.2%	0.0%	Cc1ccccc1NC(=O)CNc1ccc(Cl)c(C(F)(F)F)c1
1.5%	-6.0%	6.5%	-6.9%	2.9%	2.9%	-2.3%	5.1%	-1.4%	c1ccc(Cn2nnc3c(N4CCOCC4)ncnc32)cc1
-0.1%	-10.8%	-5.9%	-0.8%	6.6%	-1.9%	-1.5%	x	x	Cc1cccc2cc(/C=N/NC(=O)CN3CCCCC3)c(Cl)nc12
0.0%	3.4%	7.5%	x	11.8%	-1.1%	2.9%	139µM*	-0.4%	Cc1cc(C)c(OCC(O)CN2CCN(C(=O)c3ccccc3)CC2)c(C)c1 (configuration not stated)
2.8%	3.1%	5.7%	x	7.2%	-2.5%	0.3%	3.7%	-5.7%	COc1ccccc1N(CC(=O)NC1CCCC1)S(=O)(=O)c1ccc(C)cc1
0.8%	3.7%	2.3%	-4.6%	4.0%	-0.6%	-0.6%	11.2%	-4.8%	CCC(=O)Nc1c(C(=O)Nc2cccc(OC)c2)oc2ccccc12
0.0%	-0.4%	-5.0%	-4.5%	7.2%	-1.8%	4.6%	0.1%	0.0%	Cc1cc2nc(SCC(=O)Nc3ccccc3C(=O)O)[nH]c2cc1C
0.4%	0.1%	-1.9%	x	4.0%	-7.3%	-1.5%	13.2%	-1.5%	COc1cc(C(F)(F)F)c(C(=O)NCc2cccc(Cl)c2)cn1
1.1%	4.9%	13.6%	-11.0%	11.0%	-8.9%	1.7%	7.3%	-7.3%	CC1CCN(Cc2nnnn2-c2ccc(Cl)cc2)CC1
0.7%	-4.3%	16.4%	x	10.1%	1.2%	-1.0%	-3.1%	-0.7%	CC(C)(C)c1cc(NC(=O)Nc2ccccc2OC(F)(F)F)no1
1.9%	3.5%	-7.9%	x	10.5%	-4.2%	0.5%	-1.8%	-5.2%	Cc1ccc(NC(=O)Cn2c([N+](=O)[O-])cnc2C)cc1Cl
0.1%	0.4%	24.7%	-4.1%	28.3%	6.2%	3.5%	5.6%	-7.0%	COc1ccc(-c2noc(CCN3C(=O)c4ccccc4C3=O)n2)cc1OC
2.2%	3.5%	5.5%	-7.2%	20.9%	2.5%	2.4%	-2.9%	-3.9%	O=C(/C=C/c1cccc([N+](=O)[O-])c1)N1CCN(C(=O)c2ccco2)CC1
-1.8%	x	x	x	10.5%	x	x	10.1%	-6.6%	CN(CC(=O)Nc1c(Cl)cccc1Cl)C(=O)c1sccc1-c1ccccc1
1.2%	-1.0%	-1.3%	-4.8%	-2.4%	-8.2%	0.3%	13.3%	-0.7%	Clc1cccc(Cl)c1COc1ccncc1
1.9%	-2.2%	15.2%	x	7.2%	-8.4%	2.8%	8.0%	1.3%	CCOc1ccc(OCCC(=O)N2CCN(S(=O)(=O)c3ccc(OCC)cc3)CC2)cc1
1.3%	3.0%	-5.1%	-2.0%	1.7%	-2.9%	1.8%	-4.5%	0.9%	Cc1ccccc1CSCCNC(=S)Nc1ccccc1
6.1%	-1.0%	17.6%	x	18.0%	-0.2%	16.1%	14.0%	8.7%	C/C(=N\Nc1ccc(C(=O)O)cc1)c1ccc(Br)cc1
4.0%	-2.6%	10.9%	-6.0%	8.7%	-0.8%	20.0%	3.1%	9.1%	Cc1ccc(S(=O)(=O)C(C#N)c2nc3ccccc3nc2OCCO)cc1 (configuration not stated)
1.3%	2.9%	42.6%	x	3.5%	-6.4%	-0.6%	14.0%	-2.0%	COCc1nc2oc3ccc(C)cc3c(=O)c2cc1C(=O)OC
0.4%	-1.3%	-14.7%	-3.3%	x	-6.3%	-0.2%	6.9%	-11.9%	Cc1nn(-c2ccccc2)c(C)c1S(=O)(=O)O
2.3%	-1.1%	8.5%	x	12.0%	-5.0%	0.7%	9.8%	-3.9%	Cc1ccc(C(=O)NCc2ccco2)cc1S(=O)(=O)N1CCCC1
0.3%	-4.2%	9.2%	-3.9%	26.6%	-5.4%	1.1%	0.9%	-4.5%	O=c1c([N+](=O)[O-])cccn1Cc1ccccc1Cl
-0.2%	4.3%	9.2%	1.7%	11.1%	-5.4%	15.9%	8.4%	0.7%	CC1Cc2cc(/C(O)=C3\C(=O)C(=O)N(CCN4CCOCC4)C3c3ccccc3F)ccc2O1 (configuration not stated)
2.1%	1.6%	u	x	8.9%	-0.2%	-1.1%	5.6%	-8.6%	Cc1oc2c(c(C)cc3oc(=O)c(CC(=O)NCCC(=O)O)c(C)c32)c1C
8.1%	-0.6%	17.3%	-3.8%	10.1%	-0.8%	-2.9%	2.4%	-11.6%	CCOc1ccc(CC(=O)NNC(=S)Nc2ccccc2)cc1Br
-1.1%	x	x	x	7.3%	x	x	-8.6%	1.4%	CN(C(=O)CCOc1ccccc1)c1c(N)n(Cc2ccccc2)c(=O)[nH]c1=O
-0.7%	6.2%	-0.9%	-4.0%	5.3%	-0.2%	0.8%	8.8%	-2.4%	Cn1c(=O)c2c(nc(SCCN3CCCCC3)n2C)n(C)c1=O
15.8%	-4.2%	-1.0%	-4.9%	11.2%	-7.0%	-1.2%	5.4%	0.8%	Cc1cc2nccc(-c3ccc(Cl)c([N+](=O)[O-])c3)n2n1
0.2%	5.6%	-5.8%	-0.8%	6.1%	-3.8%	-0.4%	4.1%	0.0%	COc1cc(S(=O)(=O)N2CCOCC2)ccc1NC(=O)COC(=O)COc1ccccc1
5.6%	-6.2%	-1.6%	-3.0%	19.1%	-3.0%	3.1%	3.0%	-2.6%	O=C(COc1ccccc1-c1ccccc1)NCc1cccc(Cl)c1
1.4%	14.0%	10.6%	x	9.7%	-10.8%	-1.9%	4.1%	-8.1%	Cc1cc(OCC(=O)NCCN2CCOCC2)cc(C)c1Cl
4.3%	-3.0%	-2.2%	x	6.4%	-6.5%	1.0%	4.0%	0.0%	O=C(CN(c1ccc(F)cc1)S(=O)(=O)c1ccccc1)N1CCOCC1
11.8%	-3.4%	23.4%	-6.7%	9.5%	18.7%	1.7%	0.8%	-2.6%	Cc1ccccc1-n1c(SCC(=O)N/N=C/c2sccc2C)nc2ccccc2c1=O
-0.4%	-4.1%	4.8%	-11.2%	0.9%	-2.8%	0.0%	-2.0%	-3.3%	COCCn1nnnc1CN1CCC(C)CC1
3.8%	0.7%	44.0%	-1.6%	-2.7%	9.9%	2.4%	6.1%	-14.1%	CC(C)(C)c1nn(-c2ccccc2)c2[nH]c(=O)c(CNCc3ccco3)cc12
-1.1%	x	x	x	15.9%	x	x	5.6%	2.9%	COCCN(C(=O)CSc1nc(N)cc(=O)[nH]1)c1c(N)n(Cc2ccccc2)c(=O)[nH]c1=O
0.3%	0.3%	-3.0%	-1.7%	0.3%	-3.0%	0.2%	1.2%	-2.4%	O=C(Nc1ccc(F)cc1)c1ccccc1
-1.3%	-2.2%	15.2%	-4.6%	12.6%	-7.2%	3.8%	-4.7%	-2.4%	O=C(CSc1ccc2nnc(-c3cccc(F)c3)n2n1)NCc1ccco1
1.2%	-2.5%	0.4%	-5.6%	2.6%	-1.2%	0.8%	-6.9%	-10.4%	Nc1c(C(=O)NCc2ccco2)nnn1CC(=O)Nc1ccccc1
-1.7%	-2.4%	-16.4%	0.3%	6.8%	-9.1%	0.8%	3.6%	5.1%	CCn1c(SCc2nc3ccccc3c(=O)[nH]2)nnc1C(C)NC(=O)c1ccccc1F (configuration not stated)
4.8%	3.2%	-0.5%	2.4%	9.1%	-2.5%	0.2%	8.7%	-4.0%	O=S(=O)(c1ccc(N2CCCC2c2nc3ccccc3s2)nc1)N1CCOCC1 (configuration not stated)
